phage Ecoli inh: growth loss of phage-infected E. coli, primary screen, RecBCD inhibitor project, absorbance, with phage, HTS; inhibition, % at 11.9 µM; actives 0.26% (n = 360,000); AID 651602, 2012; in the data active = inhibition above about 11%
Tat transport: E. coli Tat export inhibitors, primary screen, MC4100, TorA-mCherry reporter, fluorescence, single point; inhibition, % at 10 µM; actives 0.036% (n = 340,000); AID 488895, 2010;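 active = mean replicate inhibition at least 50% and at least half of replicates individually reaching 50%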;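 also: exported cargo escapes ClpAP degradation while cytoplasmic cargo is degraded and loses fluorescence; 0% = median of neutral control wells and 100% = median of NaSCN control wells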
Pemphigus Ab inh: inhibitors of pemphigus antibody binding to DSG3, primary screen, biochemical, bead-based, flow cytometry, scFv-GFP; DSG3-coupled beads, scFv-anti-DSG3-GFP binding; hits give low values; actives 0.48% (n = 310,000); binding (percent of control), % at 10 µM; Desmoglein-3 (Homo sapiens), P32926;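 active = binding more than 3 SD below its plate's average and above zero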;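 also: hits lower antibody fragment binding to DSG3; some compounds called inactive have numbers as strong as hits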
Mot1-301 SUMO: yeast Mot1-301 growth rescue at high temperature, primary screen, SUMOylation pathway inhibitor project, S. cerevisiae, ATP luminescence, 38.5C; growth rescue, % at 18.8 µM; actives 1% (n = 320,000); S. cerevisiae Mot1-301 growth rescue; percent above DMSO median, 100 means doubled;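 active = every valid replicate shows activation above 250% relative to neutral control wells; inactive = the rest, any valid replicate at or below 250%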;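 also: OY570 slx delta 5 strain wells were the positive control but not used for scaling; some compounds called inactive have numbers as strong as hits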
Arrestin-AP2 inh: inhibitors of beta-arrestin/AP2 binding, primary screen, biochemical, GPCR trafficking, flow cytometry; actives 0.31% (n = 340,000); FITC-arrestin peptide / GST-AP2 beads; AP2 beta2 appendage carries R879A mutation; inhibition, % at 10 µM;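 active = inhibition above a set limit, near 3 SD of compounds lacking own fluorescence, cut at about 54% in these data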;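 also: plate controls were DMSO wells for no effect and 5 µM unlabelled arrestin peptide for full effect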
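System: GST-AP2 R879A glutathione beads. Medium: PBS with 0.05% Tween 20 and 0.1% BSA. Also added: FITC-arrestin peptide, 50 nM. Incubation: 12 min plus 1 h, RT. Measured by: high-throughput flow cytometry of beads, ex 488, em 535 nm. Evaluation: percent drop in bead-associated FITC signal.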
PKA-R1A act: activators of PKA-R1A holoenzyme, primary screen, biochemical, fluorescence polarization, Cy5-IP20, bovine R1A, mouse PKAc | PKA-R1A dissociation; scaled: DMSO 0%, 113 µM cGMP 100% | cAMP-dependent protein kinase type I-alpha regulatory subunit (Bos taurus) + … | activation, % at 11.4 µM | actives 0.083% (n = 340,000);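 active = percent activation above the mean of all tested compounds plus 3 SD, cut at about 19% in these data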;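 also: higher means more PKAc released from R1A so a rise in polarization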
PfHsp90 yeast 2: growth inhibition of PfHsp90-expressing yeast, primary screen, antimalarial PfHsp90 inhibitor project, S. cerevisiae, BacTiter-Glo luminescence, single point, set 2. BacTiter-Glo ATP, 48 h; yeast lacking PDR1 and PDR3 efflux regulators. inhibition, % at 9.4 µM. actives 0.32% (n = 310,000);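 active = every replicate shows inhibition above about 80%, whatever the replicate mean, limit read from the data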;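 also: 0% = DMSO neutral controls and 100% = 20 µM radicicol positive controls; yeast relying on Plasmodium falciparum Hsp90 in place of its own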
OPRM1-OPRD1 ag: agonists of OPRM1-OPRD1 heterodimerization, primary screen, cell-based, luminescence; Mu-type opioid receptor (Homo sapiens) + Delta-type opioid receptor (Homo sapiens), …; cells; activation, % at 9.3 µM; actives 0.3% (n = 340,000); AID 504326, 2011; in the data active = activation above about 18%;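 also: 0% = vehicle-treated cells and 100% = reference agonist; values of inactives mirror those of a sister screen read the other way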
Target sequence (P35372 whole entry, looked up): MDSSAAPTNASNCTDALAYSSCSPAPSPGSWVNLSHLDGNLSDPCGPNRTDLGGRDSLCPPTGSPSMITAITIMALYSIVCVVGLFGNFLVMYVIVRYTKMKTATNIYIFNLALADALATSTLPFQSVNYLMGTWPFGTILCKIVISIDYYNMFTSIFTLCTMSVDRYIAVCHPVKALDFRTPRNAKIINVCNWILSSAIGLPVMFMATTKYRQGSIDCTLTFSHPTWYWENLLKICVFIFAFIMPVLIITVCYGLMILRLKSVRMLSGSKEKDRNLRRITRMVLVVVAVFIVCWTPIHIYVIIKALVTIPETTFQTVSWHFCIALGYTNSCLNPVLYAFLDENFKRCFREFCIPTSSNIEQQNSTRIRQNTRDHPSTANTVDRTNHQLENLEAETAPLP
Target sequence (P41143 whole entry, looked up): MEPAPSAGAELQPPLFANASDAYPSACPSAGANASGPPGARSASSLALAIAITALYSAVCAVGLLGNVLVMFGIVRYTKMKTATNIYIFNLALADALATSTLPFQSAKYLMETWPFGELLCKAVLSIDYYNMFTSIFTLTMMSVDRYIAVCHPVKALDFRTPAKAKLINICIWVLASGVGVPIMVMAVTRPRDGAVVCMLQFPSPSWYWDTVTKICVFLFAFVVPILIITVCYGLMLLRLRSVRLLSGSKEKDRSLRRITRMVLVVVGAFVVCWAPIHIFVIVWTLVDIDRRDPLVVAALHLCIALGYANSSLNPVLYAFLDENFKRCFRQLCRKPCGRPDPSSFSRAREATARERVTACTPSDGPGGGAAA
AddAB inh: growth inhibition of E. coli expressing H. pylori AddAB, primary screen, AddAB inhibitor project, absorbance; inhibition, % at 11.9 µM; actives 0.29% (n = 330,000); AID 435030, 2010; in the data active = inhibition above about 12%;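 also: 0% = vehicle wells of infected cells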
E coli growth: E. coli V3065 growth inhibition, primary screen, counter-screen for AddAB inhibitor project, absorbance, OD600. actives 0.27% (n = 330,000). inhibition, % at 11.9 µM. 18 h;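 active = inhibition above the campaign's mean inhibition across all tested compounds plus 3 SD, cut at about 9.9% in these data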;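 also: uninfected addAB+ strain grown without phage in ampicillin broth; 0% = DMSO wells and 100% = ciprofloxacin 0.95 µg/ml wells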
OPRM1-OPRD1 inv: inverse agonists of MOR-DOR heterodimerization, primary screen, cell-based, luminescence; cell-based MOR-DOR heterodimer luminescence, inverse agonism; inhibition, % at 9.3 µM; actives 0.21% (n = 340,000); in the data active = inhibition above about 22%, passing the limit was not always enough;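 also: 0% = cells with DMSO and 100% = wells without cells with DMSO; values of inactives mirror those of a sister screen read the other way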
Active calls of the source: *; . = not tested or not shown; + = active, no number.

SMILES	phage Ecoli inh	Tat transport	Pemphigus Ab inh	Mot1-301 SUMO	Arrestin-AP2 inh	PKA-R1A act	PfHsp90 yeast 2	OPRM1-OPRD1 ag	AddAB inh	E coli growth	OPRM1-OPRD1 inv
Cc1cc(C)c(S(=O)(=O)c2ccccc2)c(OC(=O)c2c(Cl)cc(Cl)cc2Cl)n1	-0.3	6	.	.	3	-5	19	-1.3	2.1	0.5	7
CCN(CC)C(=O)C1CCCN(Cc2ccc(OC)c(C)c2C)C1 (stereo unspecified)	2.5	0	104	.	5	-4	.	-0.3	0.3	0.2	2
CN(Cc1nc(-c2ccncc2)no1)S(=O)(=O)c1ccc(Br)cc1	2.9	4	111	.	-7	-4	17	-1.9	1.8	0.6	11
CCOC(=O)CC(=O)CSc1nc(C)cc(C)c1C#N	2.5	-5	.	-4	7	0	1	-1.2	2.2	-0.8	7
CCCCOCCCNC(=O)N[C@@H](CC(C)C)C(=O)O	2.5	1	99	2	-7	-6	19	-0.7	1.2	-1.5	4
O=C(OCc1ccccc1)N(CCF)c1cn(Cc2ccccc2)c(=O)n(Cc2ccccc2)c1=O	0.9	4	95	.	31	3	-12	-4.8	.	.	21
COc1cccc(CN2CCCN(S(=O)(=O)c3ccc(Br)cc3)CC2)c1	.	2	101	55	-5	12	-1	-1.4	1.8	1.6	8
O=C(Nc1ccc2nc(-c3ccc(Br)o3)[nH]c2c1)c1cccs1	2.9	-10	104	3	12	3	.	-0.7	5.7	2.0	4
Cn1nnnc1SCC(=O)Nc1nn(-c2ccccc2)nc1C(N)=O	1.1	5	122	12	7	-6	.	-1.8	1.4	-0.4	9
Cc1c(-n2c(SC(C)C(=O)NC(N)=O)nc3ccccc3c2=O)c(=O)n(-c2ccccc2)n1C (stereo unspecified)	2.0	0	116	-3	37	2	.	0.1	2.7	-3.0	0
CCn1c(CSc2nc3ccccc3s2)nnc1SCC(=O)NCC(=O)OC	-0.3	-6	103	-14	-2	5	-12	-1.4	3.2	0.8	8
COc1ccc(/C=C/C(=O)OCC(=O)Nc2cccc(C(C)=O)c2)cc1	5.0	3	102	12	0	-2	15	-2.6	3.0	2.9	16
Cc1ccc(-n2c(N)c(C(N)=O)sc2=S)cc1	0.4	-6	110	-4	7	1	.	-2.6	3.3	-1.1	13
CCNc1nc2nc3ccc(C)cn3c(=O)c2cc1C(=O)NCC1CCCO1 (stereo unspecified)	2.6	-8	104	-5	-14	-6	31	-2.6	-0.8	0.7	12
CC(=O)c1ccc(Nc2nc(-c3cccnc3)cs2)cc1	-0.4	-2	108	1	-5	-3	-11	2.1	.	.	-12
CC1CCN(C(=O)CCC(=O)Nc2nnc(C(F)(F)F)s2)CC1	.	6	99	27	3	7	-1	-0.6	4.3	-1.1	3
COc1ccc(C(=O)NCc2nnc(SCC(=O)NCc3ccco3)o2)cc1OC	4.1	1	100	6	8	3	5	-1.2	-3.4	-2.5	6
COc1ccc(CNCCC(c2ccccc2)c2ccc3c(c2)OCO3)cc1 (stereo unspecified)	5.3	6	107	-4	6	-3	10	15	4.7	1.1	-85
Cc1ccc(S(=O)(=O)Nc2cc(C(F)(F)F)ccc2N2CCOCC2)cc1	2.5	1	95	-7	-5	-16	7	5.8	3.1	-0.5	-26
O=C(/C=C/c1c(F)cccc1Cl)NCCCN1CCOCC1	1.6	3	.	-6	24	4	10	-3.0	-0.5	-0.5	16
CNC(=O)c1[nH]cnc1C(=O)Nc1ccccc1	2.1	-4	102	12	-11	6	3	-2.8	-0.3	-1.8	16
Nc1cc(N)nc(SCCc2ccccc2)n1	3.7	-10	97	-13	16	-4	6	-3.6	-1.5	-0.6	17
O=C(CNC(=O)Cc1cccc2ccccc12)NCc1ccc(F)cc1	1.4	0	115	5	13	5	25	-2.0	2.5	-0.9	11
NC(=O)C1CCN(c2ccc(C(F)(F)F)cn2)CC1	3.4	-3	.	-9	9	1	5	0.0	2.6	1.5	0
O=C(CCC1CCCC1)N1CCN(C(=O)c2cccnc2)CC1	1.9	-9	108	120	-2	0	-15	-2.3	-0.1	-1.8	12

Some of these compounds in order of the Arrestin-AP2 inh value, descending:
canonical_smiles	Arrestin-AP2 inh
O=C(Nc1ccc2nc(-c3ccc(Br)o3)[nH]c2c1)c1cccs1	12
NC(=O)C1CCN(c2ccc(C(F)(F)F)cn2)CC1	9
CCOC(=O)CC(=O)CSc1nc(C)cc(C)c1C#N	7

Part of the list above in order of length of the SMILES, falling:
SMILES	phage Ecoli inh	Tat transport	Pemphigus Ab inh	Mot1-301 SUMO	Arrestin-AP2 inh	PKA-R1A act	PfHsp90 yeast 2	OPRM1-OPRD1 ag	AddAB inh	E coli growth	OPRM1-OPRD1 inv
O=C(Nc1ccc2nc(-c3ccc(Br)o3)[nH]c2c1)c1cccs1	2.9	-10	104	3	12	3	.	-0.7	5.7	2.0	4
COc1ccc(CNCCC(c2ccccc2)c2ccc3c(c2)OCO3)cc1 (stereo unspecified)	5.3	6	107	-4	6	-3	10	15	4.7	1.1	-85
CC1CCN(C(=O)CCC(=O)Nc2nnc(C(F)(F)F)s2)CC1	.	6	99	27	3	7	-1	-0.6	4.3	-1.1	3
O=C(CNC(=O)Cc1cccc2ccccc12)NCc1ccc(F)cc1	1.4	0	115	5	13	5	25	-2.0	2.5	-0.9	11
CC(=O)c1ccc(Nc2nc(-c3cccnc3)cs2)cc1	-0.4	-2	108	1	-5	-3	-11	2.1	.	.	-12

New compounds follow
SMILES	phage Ecoli inh	Tat transport	Pemphigus Ab inh	Mot1-301 SUMO	Arrestin-AP2 inh	PKA-R1A act	PfHsp90 yeast 2	OPRM1-OPRD1 ag	AddAB inh	E coli growth	OPRM1-OPRD1 inv
O=C1CCC(=O)N1CCCCCc1nc(-c2ccccc2)no1	1.6	-8	122	-7	-5	-3	21	-2.6	2.6	-1.1	11
COc1ccc(N(C)C(=O)c2cc3c(s2)-c2ccccc2S(=O)(=O)C3)cc1	3.1	19	105	2	11	-11	10	-2.2	1.1	0.5	12
COCCn1c(N)c(N(Cc2ccccc2)C(=O)C2CCCCC2)c(=O)[nH]c1=O	1.4	11	126	8	5	-10	.	-0.5	0.7	-0.2	2
COC(=O)CN(c1ccccc1F)S(=O)(=O)c1ccccc1	2.6	-2	96	1	-3	-5	8	-1.9	3.1	-0.6	12
CCN(CC1COc2ccccc2O1)C(=S)NCCCN(C)C (stereo unspecified)	2.2	-5	102	+	-9	-6	-14	-1.0	-0.3	4.4	5
OC1(c2ccccc2)CC(c2ccccc2)c2ccccc2O1 (stereo unspecified)	2.5	1	49*	.	7	-6	-15	12	.	.	-64
CCSc1nnc(NC(=O)c2cc(C)nc3ccccc23)s1	3.4	-2	100	12	3	4	-8	-4.6	0.2	-1.9	23
COc1ccc(CCNC(=O)C2CCC(C(C)(C)C)CC2)cc1OC (stereo unspecified)	0.7	2	103	-14	-16	-7	-23	-2.8	-2.0	-1.8	15
CCCCN(C(=O)c1ccc(C)cc1)c1c(N)n(CCC)c(=O)[nH]c1=O	-0.7	7	.	-4	-7	-5	-2	-1.3	2.9	2.0	9
COc1cccc(C(=O)c2c[nH]c(C(=O)NCc3cccnc3)c2)c1	0.6	4	111	-5	-10	-1	0	-0.7	2.3	1.5	3
C#CCOCCOCCOCCNc1nc(N2CCN(C(=O)[C@H](C)n3cc(CCC(=O)O)nn3)CC2)nc(N2CCN(C(=O)[C@H](C)n3cc(CCC(=O)O)nn3)CC2)n1	1.7	-1	102	.	-1	-7	13	-1.8	.	.	10
O=C(NNc1c(F)c(F)cc(F)c1F)C1CCN(S(=O)(=O)c2ccccc2F)CC1	1.3	-4	.	11	1	0	-32	-1.8	-0.8	1.0	7
O=C(O)/C=C/C(=O)Nc1ccc(OC(F)(F)F)cc1Br	4.2	7	96	14	-7	-9	14	-2.6	2.0	-0.3	14
Cc1ccc(C(=O)C(C)OC(=O)Cc2c[nH]c3ccccc23)cc1 (stereo unspecified)	0.4	3	103	16	26	-13	.	2.9	2.5	0.1	-16
COc1ccc(C(=O)N2CCOC2CNC(=O)C(=O)NCCc2ccc(OC)c(OC)c2)cc1 (stereo unspecified)	1.2	-18	90	-12	37	-6	0	-2.8	3.0	-0.5	15
O=C(CSc1nnc(SCc2ccccc2)s1)N/N=C/C=C/c1ccco1	2.0	-3	99	6	-6	-17	-6	0.9	-0.1	-4.5	-5
CC(OC(=O)CN1C(=O)NC2(CCCCC2C)C1=O)c1ccccc1 (stereo unspecified)	5.5	5	.	13	29	-9	8	0.8	-0.1	1.6	-3
COc1cccc(OC)c1OCCNC(C)(C)C	4.9	-4	103	-18	0	-18	-8	-2.3	5.4	1.5	13
CC(C)(C)OC(=O)N1CCC[C@H]1c1nnc(SC/C=C/c2ccccc2)o1	-1.1	8	116	12	14	-22	36	0.5	0.2	-1.9	-2
COc1ccc(NC(=O)CN(C)CC(=O)Nc2ccc(N3CCOCC3)cc2)c([N+](=O)[O-])c1	1.5	-4	67*	1	-5	-2	.	0.2	-1.7	-1.0	-1
COc1cc(C(C)=O)ccc1OCCN1CCC(Cc2ccccc2)CC1	0.6	-4	124	25	43	-3	.	-2.1	4.0	0.2	10
N/C(=N\OC(=O)c1cccc([N+](=O)[O-])c1)c1ccccn1	3.6	6	77	-12	-10	-2	10	5.5	2.5	1.2	-28
O=C(Cc1cccs1)NC1CCCC1	1.8	-5	98	21	-9	8	-17	-1.1	0.7	-5.7	6
Cc1ccc2nc(-c3cccnc3)c(Nc3ccccc3C)n2c1	-0.2	-1	100	-2	6	11	17	-0.3	0.8	-0.3	2
COc1ccc(C2=NN(C(=O)CCC(=O)O)C(c3ccc([N+](=O)[O-])cc3)C2)cc1 (stereo unspecified)	1.6	6	115	3	39	3	-1	-1.8	.	.	9
CCn1c(SCC(=O)N2CCCc3ccccc32)nc2c1c(=O)n(C)c(=O)n2C	2.9	1	98	3	-1	-16	-12	-1.5	-0.2	-2.0	8
CS(=O)(=O)c1ccc(NC(=O)CCN2C(=O)NC3(CCCC3)C2=O)cc1	0.8	1	104	1	-10	-1	4	-2.3	3.3	-0.3	10

Screening data as filed in PubChem BioAssay.
